Mito fusion yeast – blocks mitochondrial division or promotes mitochondrial fusion; Potency, µM (top dose mostly 46.1 µM), inactives show top-dose growth rescue (activation), hits mostly activators; actives 0.23% (n = 320,000); AID 485298; S. cerevisiae fusion-defective mutant growth rescue, CellTiterGlo 48 h;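 further: potency means the concentration at half of the fitted maximal effect; % of control where 0% means no effect; nearly all actives have a fitted effect of over 45% in size; temperature-sensitive fusion mutants such as fzo1-1 at 37 °C on non-fermentable ethanol glycerol medium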
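Read-out: ATP-based luminescence (CellTiterGlo, 10 min ambient) reporting growth of fusion-defective ts yeast after 48 hours at 37C on glycerol/ethanol YPEG medium in the presence of compound.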
TSHR antag – antagonists of human thyroid stimulating hormone receptor; activity change, negative = inhibition, % at 11.5 µM; TSHR-expressing cells, TSH-stimulated cAMP HTRF, 2 h; active compounds read low; P16473; actives 0.2% (n = 330,000); AID 504810;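 active means activity change below a set negative limit, meaning inhibition stronger than a set level, cut at about -70% in these data; inconclusive means activity change between two set negative limits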; further: on the % scale 0 is the no-effect control and ±100 the full control effect
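Competitive HTRF cAMP read-out (cryptate anti-cAMP antibody, cAMP-d2; 30 min, room temperature) in freshly harvested TSHR cells. Compounds added before TSH at EC80 (4nM final), followed by 2 hours' incubation at 37 deg C.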
PKM2 activator – PKM2 (human) enzyme activation. purified PKM2, Kinase-Glo ATP luminescence, activation; response scale: 0% is enzyme alone, no compound. actives 0.34% (n = 260,000). Potency, µM (series often up to 57.5 µM), for inactives: top-dose activation, hits mostly activators. P14618. AID 1631; further: potency means the concentration at half of the fitted maximal effect; on the % scale 0 is the no-effect control and ±100 the full control effect; nearly all actives have a fitted effect of over 55% in size
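Kinase-Glo luminescence reports ATP generated from ADP (0.1 mM) and PEP (0.5 mM) by purified hPK-M2 after 1 h at room temperature, pH 7.2 imidazole buffer; intermediate enzyme activity allows detecting inhibitors and activators.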
MBNL1 CUG block – blocks human MBNL1 binding to CUG repeat RNA; Q9NR56; TR-FRET MBNL1-His/biotin-(CUG)12 binding, 665/545 ratio; Potency, µM (titrated, usually from 57.5 µM), inactives show at the top dose activity change, negative = inhibition, usual class: inhibitors; actives 0.036% (n = 280,000); AID 2675; active means well fitted inhibition curve with a large enough effect in the signal ratio, with a control signal flat, not every such curve was filed as active; inconclusive means small, poorly fitted or top-dose-only effect, or effect the other way, or a change in a side signal; inactive means no such curve, though single readings can be large or run the other way; the % refers to the signal ratio; further: potency means the concentration at half of the fitted maximal effect; on the % scale 0 is the no-effect control and ±100 the full control effect
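MBNL1-His + Biotin-(CUG)12, cpd titration 92 nM–58 uM; Tb anti-His Ab 0.055 ng/ul, SA-XL665 5 nM (final); 60 min RT; ratiometric 665/545 nm, Ex 340 nm; normalized to buffer and full-complex controls.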
Eya2 inh – Eya2 (human) phosphatase inhibition; recombinant Eya2, OMFP fluorescence dephosphorylation (OMFP is methylfluorescein phosphate); Potency, µM (titrated, usually from 76.9 µM), for inactives: at the top dose activity, negative = inhibition, actives largely listed as inhibitors; actives 0.006% (n = 330,000); AID 488837; further: potency means the concentration at half of the fitted maximal effect; on the % scale 0 is the no-effect control and ±100 the full control effect
Target sequence (O00167 whole entry, looked up): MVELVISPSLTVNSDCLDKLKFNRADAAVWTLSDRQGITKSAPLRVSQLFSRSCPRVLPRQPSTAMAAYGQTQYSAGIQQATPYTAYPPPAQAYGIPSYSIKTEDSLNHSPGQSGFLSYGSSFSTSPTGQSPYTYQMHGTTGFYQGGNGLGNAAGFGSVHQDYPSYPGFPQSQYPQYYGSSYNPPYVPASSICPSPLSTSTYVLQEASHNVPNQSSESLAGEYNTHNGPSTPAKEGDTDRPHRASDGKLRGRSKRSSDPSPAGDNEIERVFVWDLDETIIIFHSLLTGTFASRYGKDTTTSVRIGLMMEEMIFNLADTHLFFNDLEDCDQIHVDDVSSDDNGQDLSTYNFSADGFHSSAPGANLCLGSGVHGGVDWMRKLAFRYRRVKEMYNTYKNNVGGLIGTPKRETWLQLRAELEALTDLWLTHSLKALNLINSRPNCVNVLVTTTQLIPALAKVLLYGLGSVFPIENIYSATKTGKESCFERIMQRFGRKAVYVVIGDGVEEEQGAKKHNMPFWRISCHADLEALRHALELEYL
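Eya2 (0.2 uM) preincubated 10 min at ambient with compound, then OMFP substrate added at 50 uM; 10 min reaction in 50 mM HEPES pH 7.5, 50 mM NaCl, 5 uM MgCl2, 0.05% BSA, 1 mM DTT. Fluorescence read at Ex 485/Em 525 nm.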
GALK inhibitor – galactokinase (human) inhibition; P51570; Purified GALK, Kinase-Glo residual ATP luminescence; Potency, µM (doses to about 57.5 µM), without a hit: at the top dose activity change, negative = inhibition, usual class: inhibitors; actives 0.007% (n = 270,000); AID 1868; further: potency means the concentration at half of the fitted maximal effect; on the % scale 0 is the no-effect control and ±100 the full control effect
Target sequence (P51570 whole entry, looked up): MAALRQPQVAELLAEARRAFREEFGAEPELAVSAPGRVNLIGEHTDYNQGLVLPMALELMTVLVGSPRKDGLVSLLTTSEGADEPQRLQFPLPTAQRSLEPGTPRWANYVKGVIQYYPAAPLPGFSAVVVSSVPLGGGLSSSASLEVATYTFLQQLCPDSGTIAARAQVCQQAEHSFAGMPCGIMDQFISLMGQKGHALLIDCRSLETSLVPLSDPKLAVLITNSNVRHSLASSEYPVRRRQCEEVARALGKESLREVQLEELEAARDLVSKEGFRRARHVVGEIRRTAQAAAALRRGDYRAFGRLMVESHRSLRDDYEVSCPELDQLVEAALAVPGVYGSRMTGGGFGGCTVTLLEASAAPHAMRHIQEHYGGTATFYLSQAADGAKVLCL
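Quantitative HTS: GALK 5 nM, ATP 35 uM, galactose 100 uM, 1 h room temperature, then luciferase-based ATP detection.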
Menin-MLL TR inh – displaces Texas Red mutant MLL peptide from human menin; O00255; Menin + Texas Red MLL mutant peptide, fluorescence polarization; Potency, µM (titrated, usually from 61.6 µM), for the others: at the highest dose FP activity change, negative = inhibition, hits mostly inhibitors; actives 0.23% (n = 270,000); active means well fitted inhibition curve with a large enough effect in the polarisation, with a control signal flat, not every such curve was filed as active; inconclusive means small, poorly fitted or top-dose-only effect, or effect the other way, or a change in a side signal; inactive means no such curve, though single readings can be large or run the other way; the % refers to the polarisation; further: potency means the concentration at half of the fitted maximal effect; % of control where 0% means no effect; many of its hits are not listed in these tables
ASM inhibitor – blocks human secretory acid sphingomyelinase. Potency, µM (series often up to 57.5 µM), for the others: at the top dose activity change, negative = inhibition, hits mostly inhibitors. placental ASM, HMU-PC fluorogenic substrate, 60 min. AID 504937. actives 0.006% (n = 340,000); further: potency means the concentration at half of the fitted maximal effect
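Human placenta-derived ASM preincubated with compound 10 min at room temperature, then reacted with 9 uM (final) fluorogenic HMU-PC substrate for 60 min at 37 C. Stop solution raises pH to 10; fluorescence read at Ex 386/Em 447 nm.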
BCR signal inh – inhibitors of chronic active B-cell receptor signaling | ABC-DLBCL IkBa-CBG/CBR reporter, luminescence ratio, 4 h | Potency, µM (series often up to 46.1 µM), for the others: at the highest dose ratio change, negative = lower green/red ratio, actives largely listed as inhibitors | actives 0.05% (n = 340,000) | AID 493014; active means well fitted inhibition curve with a large enough effect in the signal ratio, with a control signal flat, not every such curve was filed as active; inconclusive means small, poorly fitted or top-dose-only effect, or effect the other way, or a change in a side signal; the % refers to the signal ratio;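 further: potency means the concentration at half of the fitted maximal effect; plate controls were basal doxycycline-induced cells for no effect and cells given 10 µM MG132 for full effect; MG132 reads +100%, hits lower the ratio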
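Concentration-response series (up to 46 uM) were applied to TMD8 dual-reporter cells for 4 h at 37C with doxycycline. Green/red ratio, after filter-overlap correction, defined %Activity; red signal alone was normalised to basal cells and zero luminescence.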
KCNH2 WT inh – inhibitors of human wildtype KCNH2 potassium channel; Q12809; U2OS, BacMam KCNH2, thallium flux FluxOr; active compounds read low; activity change, % at 1.84 µM; actives 0.37% (n = 340,000); AID 720551;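 active means maximum activity change below -70%; inconclusive means maximum activity change between -70% and -50%; inactive means maximum activity change above -50%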; further: on the % scale 0 is the no-effect control and ±100 the full control effect
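U2OS cells transduced with wild-type KCNH2 virus are loaded with FluxOr dye for 45 min, and thallium flux is measured in kinetic reads before and after stimulation buffer. Rate constants are normalized to DMSO controls.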
USP2a block – blocks human ubiquitin-specific protease USP2a. USP2 core, Ub-CHOP2 coupled fluorogenic reporter, 485/531. Potency, µM (top dose mostly 38.3 µM), without a hit: top-dose activity change, negative = inhibition, most hits filed as inhibitors. actives 0.01% (n = 330,000). AID 463254;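 further: potency means the concentration at half of the fitted maximal effect; plate controls were DMSO wells for no effect and full inhibition by NEM control for full effect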
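Deubiquitinase activity read as fluorescence (485/531 nm) after Ub-CHOP2 cleavage activates the enterokinase reporter on its substrate; USP2 core 10nM, Ub-CHOP2 and substrate 25nM each, 30min compound preincubation then 60min RT; data normalized to NEM, curves fitted.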
Starred values were filed as active, the others as inactive; ? = inconclusive; . = not tested or not shown; [ ] = another dose, or the depositor's remark. Unless noted, the call rests on the fitted dose curve; in most records, active means well fitted curve in the direction sought with a large enough effect; inconclusive means small, poorly fitted or top-dose-only effect, or another doubt; inactive means no such curve, though single readings can be large; an effect the other way counts as inactive or inconclusive.

SMILES	Mito fusion yeast	TSHR antag	PKM2 activator	MBNL1 CUG block	Eya2 inh	GALK inhibitor	Menin-MLL TR inh	ASM inhibitor	BCR signal inh	KCNH2 WT inh	USP2a block
CCOC(=O)c1cnc2c(C)cccc2c1NCc1ccco1	12%	-6	5%	2%	-19%	0%	?	23%	14%	11	0%
COc1cccc(NC(=O)CN(C)C(=O)CC(NC(=O)c2ccccc2Cl)c2ccccc2)c1 (stereo unspecified)	-3%	21	.	.	19%	.	.	2%	-5%	1	2%
O=C(COC(=O)c1ccc(F)c(S(=O)(=O)N2CCOCC2)c1)c1ccc(Cl)cc1	5%	23	.	.	-7%	.	.	-2%	0%	36	0%
Cc1ccc(S(=O)(=O)N2CCOC23CCN(S(=O)(=O)c2c(C)cc(C)cc2C)CC3)cc1	18%	-6	.	.	-11%	.	.	0%	-5%	5	-3%
CCCCN1C(=O)C(O)=C(C(C)=O)C1c1ccc(OC)cc1OC (stereo unspecified)	-3%	1	5%	-10%	19%	3%	-23%	1%	8%	-2	1%
O=C(Cn1nnc2ccccc21)N/N=C\C=C\c1ccccc1	3%	-2	0%	?	-20%	0%	-11%	-10%	?	-15	-1%
CCc1sc(C(=O)NCCc2ccc(S(N)(=O)=O)cc2)cc1Br	-1%	4	-1%	-5%	-12%	3%	6%	5%	?	5	2%
CC(CCc1ccccc1)N1CCN(Cc2ccccc2)CC1 (stereo unspecified)	0%	4	3%	-12%	0%	0%	?	2%	1%	40	4%
Cc1ccc(N(C(=O)Cn2nnc3ccccc32)C(C(=O)NCc2ccco2)c2cccnc2)cc1 (stereo unspecified)	6%	28	-1%	-12%	4%	2%	8%	0%	?	0	3%
CCOC(=O)N1CCN(C(=S)Nc2cc(S(=O)(=O)N3CCOCC3)ccc2Cl)CC1	-5%	-5	2%	-5%	-3%	0%	-14%	8%	0%	6	0%
Cc1ccc(C)c(NC(=O)NC2CCCCCCC2)c1	-3%	9	-2%	-9%	6%	-1%	-10%	1%	1%	-7	2%
S=C(NCC1CCCO1)N1CCN(c2ccc(Cl)c(Cl)c2)CC1 (stereo unspecified)	-2%	-27	-2%	-1%	4%	-2%	37%[activator]	-1%	-6%	-1	-5%

Pulled by compound from the entries so far:
SMILES	Mito fusion yeast	TSHR antag	PKM2 activator	MBNL1 CUG block	Eya2 inh	GALK inhibitor	Menin-MLL TR inh	ASM inhibitor	BCR signal inh	KCNH2 WT inh	USP2a block
CCc1sc(C(=O)NCCc2ccc(S(N)(=O)=O)cc2)cc1Br	-1%	4	-1%	-5%	-12%	3%	6%	5%	?	5	2%
CCOC(=O)c1cnc2c(C)cccc2c1NCc1ccco1	12%	-6	5%	2%	-19%	0%	?	23%	14%	11	0%
CC(CCc1ccccc1)N1CCN(Cc2ccccc2)CC1 (stereo unspecified)	0%	4	3%	-12%	0%	0%	?	2%	1%	40	4%

Continuation.
SMILES	Mito fusion yeast	TSHR antag	PKM2 activator	MBNL1 CUG block	Eya2 inh	GALK inhibitor	Menin-MLL TR inh	ASM inhibitor	BCR signal inh	KCNH2 WT inh	USP2a block
CCC(CC)=NNc1ccc(S(N)(=O)=O)cc1[N+](=O)[O-]	6%	9	18µM*	?	4%	0%	.	-3%	2%	2	1%
Cc1ccc2c(c1)c1c(n2CC(O)Cn2nc(C)c(Br)c2C)C(=O)CCC1 (stereo unspecified)	16%	-7	8%	-3%	-4%	0%	1%	8%	?	-11	2%
CCOc1ccc(-c2cc(C(=O)NCCCN3CCOCC3)c3ccccc3n2)cc1	-29%	13	.	?	7%	-3%	.	110%[activator]	3%	-5	-4%
Cc1cc2ccccc2n2c(SCC(=O)Nc3ccc(S(=O)(=O)N4CCC(C)CC4)cc3)nnc12	6%	10	2%	11%	1%	0%	-5%	-13%	-2%	2	0%
Cc1ccc(S(=O)(=O)N(CC(=O)Nc2ccc(F)cc2)C(=O)N2CCN(C)CC2)cc1	-6%	8	.	.	4%	.	.	3%	0%	-5	0%
CCn1cc(Cl)c(C(=O)Nc2c(C)nn(Cc3c(F)c(F)c(F)c(F)c3F)c2C)n1	2%	-13	1%	-4%	-16%	-5%	-24%	0%	0%	-3	2%
CC(C)CC[n+]1ccccc1/C=C/c1ccc(N(C)C)cc1	-27%	-34	.	?	?	-2%	?	-19%	?	-8	8%
CCOC(=O)/C=C1\SC(C)C(=O)N1CC(=O)N(CCC#N)c1ccccc1 (stereo unspecified)	0%	16	.	.	18%	.	.	1%	5%	-25	5%
Cc1cccc([C@@H]2[C@@H]3C(=O)N(Cc4ccccc4)C(=O)[C@@H]3[C@]3(Cc4ccccc4)C(=O)N(c4cccc(F)c4)C(=O)N23)c1	-7%	4	.	.	5%	.	.	2%	?	1	-2%
C[C@H](N)c1nnc(SCC(=O)N(C)C)o1	2%	-9	-11%	-8%	-7%	0%	-5%	1%	6%	4	2%
CCCn1nc(NC(=O)C2CCCO2)c2cc3ccc(C)cc3nc21 (stereo unspecified)	3%	3	-5%	25%	-8%	5%	.	.	16%	-16	0%
CCCCn1c(N)c(N(CCOC)C(=O)c2cc3c(s2)CCC(C)C3)c(=O)[nH]c1=O (stereo unspecified)	-3%	-3	.	.	-29%	.	.	2%	-6%	-1	2%

A few values from above.
In PKM2 activator, `CCOC(=O)c1cnc2c(C)cccc2c1NCc1ccco1` has 5%
In Mito fusion yeast, `Cc1cc2ccccc2n2c(SCC(=O)Nc3ccc(S(=O)(=O)N4CCC(C)CC4)cc3)nnc12` has 6%
In PKM2 activator, `CCn1cc(Cl)c(C(=O)Nc2c(C)nn(Cc3c(F)c(F)c(F)c(F)c3F)c2C)n1` has 1%
In KCNH2 WT inh, `CCOC(=O)/C=C1\SC(C)C(=O)N1CC(=O)N(CCC#N)c1ccccc1` (stereo unspecified) has -25

Other structures.
SMILES	Mito fusion yeast	TSHR antag	PKM2 activator	MBNL1 CUG block	Eya2 inh	GALK inhibitor	Menin-MLL TR inh	ASM inhibitor	BCR signal inh	KCNH2 WT inh	USP2a block
CC(=O)Nc1ccc(S(=O)(=O)Nc2ccc(S(=O)(=O)Nc3nccs3)cc2)cc1	-3%	-4	.	-1%	-16%	-1%	.	2%	6%	-6	2%
O=C(O)c1cccc(CN2C(=O)c3ccccc3C2=O)c1	-2%	-1	.	7%	9%	0%	-1%	0%	-1%	1	0%
CCn1nnc(NC(=O)c2c(OC)cccc2OC)n1	3%	19	-4%	-7%	3%	5%	-6%	2%	0%	-18	0%
O=C(c1cccc(S(=O)(=O)NCc2ccccc2)c1)N1CCN(Cc2ccccc2)CC1	-1%	-4	10%	4%	-7%	-4%	.	1%	-15%	0	5%
CSCCC(NC(=O)c1cccc(C)c1)C(=O)OCN1C(=O)c2ccccc2C1=O (stereo unspecified)	-5%	-10	.	.	6%	.	.	-1%	-3%	-2	-1%
O=C(CSc1ncnc2sc(-c3ccccc3)cc12)NC1CCS(=O)(=O)C1 (stereo unspecified)	0%	4	-1%	.	14%	0%	6%	-6%	-13%	10	9%
Clc1ccccc1CNc1ncnc2nc[nH]c12	1%	-5	-1%	-13%	7%	-1%	-4%	-1%	?	3	0%
CCc1ccc(-n2c(C)cc(/C=N/NC(=O)OC)c2C)cc1	0%	2	-1%	.	-12%	0%	-20%	-1%	-3%	.	-2%
Cc1cc(S(=O)(=O)n2[nH]c(=O)c(CCO)c2C)c(Cl)cc1Cl	2%	0	-3%	3%	12%	5%	.	3%	6%	19	1%
COc1cccc(NC(=O)N2CCCC2C(=O)NC(C)C)c1 (stereo unspecified)	-1%	2	9%	3%	-25%	1%	17%	4%	5%	-6	0%
COc1cc(NC(=O)c2ccccc2[N+](=O)[O-])ccc1NC(=O)C(C)C	0%	-1	1%	31%[activator]	-8%	2%	-7%	3%	?	-2	3%
COc1cc(NC(=O)CN2C(=O)NC(CC(C)C)C2=O)cc(OC)c1OC (stereo unspecified)	0%	11	.	.	10%	.	.	3%	0%	-12	2%

Only part of the results is shown; count on the stated rates, not on these rows.
